# Compound activity (PubChem)
# GRP78 ERSR act: ER stress response induction in glioma. U87-MG GRP78 promoter luciferase reporter, 16 h. Potency, µM, for the others: top-dose activation, most hits filed as activators. actives 0.02% (n = 420,000). AID 602332; also: potency is read from the fitted curve at half-maximal effect; series mostly up to about 76 µM; % of control where 0% means no effect; nearly all actives have a fitted effect of over 35% in size
#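 ERSR induction read as luciferase luminescence (Bright-Glo, 10 min at room temperature) in stably transfected human U87-MG glioma cells exposed to compounds for 16 h, using GRP78 as sensor.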
# Apoferritin bind: candidate novel general anesthetic via apoferritin binding. P02791. apoferritin/1-aminoanthracene competitive binding, fluorescence. Potency, µM (top dose mostly 77.5 µM), for the others: top-dose activity change, negative = displacement, hits mostly inhibitors. actives 0.074% (n = 350,000); also: potency is read from the fitted curve at half-maximal effect; % is scaled to controls: 0 for no effect and ±100 for the full control effect; nearly all actives have a fitted effect of over 20% in size
# Target sequence (P02791 2-175 limits assumed): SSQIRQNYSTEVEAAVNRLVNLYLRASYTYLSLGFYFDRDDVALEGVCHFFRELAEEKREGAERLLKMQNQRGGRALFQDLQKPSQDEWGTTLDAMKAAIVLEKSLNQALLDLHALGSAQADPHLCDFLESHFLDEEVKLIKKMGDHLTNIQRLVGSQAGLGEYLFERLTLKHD
#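 In PBS, apoferritin at 10 uM is loaded with 1-AMA from a 50% saturated solution. After 10 min of compound exposure at ambient temperature, reduced 535 nm fluorescence indicates probe displacement.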
# BLM helicase inh: blocks DNA unwinding by human BLM helicase; Potency, µM (titrated, usually from 56.1 µM), without a hit: top-dose activity change, negative = inhibition, most hits filed as inhibitors; actives 0.2% (n = 350,000); recombinant BLM DNA unwinding, fluorescence dequenching; P54132;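 also: potency is read from the fitted curve at half-maximal effect; plate controls were vehicle for no effect and no enzyme for full effect; nearly all actives have a fitted effect of over 35% in size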
# POLI inh: DNA polymerase iota (human) inhibition | Q9UNA4 | Potency, µM (titrated, usually from 115 µM), for the others: at the top dose activity, negative = inhibition, usual class: inhibitors | AID 588590 | actives 1% (n = 390,000) | Pol iota fluorescent replication assay, 10 min; also: potency is read from the fitted curve at half-maximal effect
#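 Pol iota at 10 nM preincubated 15 min with compounds at room temperature; reaction started with fluorescent substrate, 50 nM final. Fluorescence read kinetically at 0 and 10 min; buffer-only wells as negative control.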
# POLB inh: DNA polymerase beta (human) inhibition. P06746. Pol beta primer extension/strand displacement, fluorescence kinetic. Potency, µM (doses to about 114 µM), for the others: at the highest dose activity change, negative = inhibition, most hits filed as inhibitors. actives 1.3% (n = 340,000). AID 485314; also: potency is read from the fitted curve at half-maximal effect; % is scaled to controls: 0 for no effect and ±100 for the full control effect
#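 Preincubation: enzyme (10 nM) with compound, 15 min, RT. Reaction: substrate added to 50 nM final. Reads: 0 and 10 min. Analysis: normalized, Hill fit.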
# APE1 inh: blocks human APE1 abasic DNA cleavage; P27695; recombinant APE1, TAMRA/BHQ-2 abasic DNA cleavage fluorescence; Potency, µM (doses to about 65.8 µM), inactives show at the top dose activity change, negative = inhibition, actives largely listed as inhibitors; actives 0.35% (n = 350,000);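 also: potency is read from the fitted curve at half-maximal effect; plate controls were vehicle for no effect and reference inhibitor for full effect; nearly all actives have a fitted effect of over 55% in size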
#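 APE1 at 0.75 nM final was preincubated with compound 15 min at room temperature, then 50 nM double-stranded THF abasic-site substrate (5'-TAMRA/3'-BHQ-2) was added. Fluorescence (ex 525/em 598 nm) was read kinetically; third-minus-first read gave activity.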
# POLH inh: blocks human DNA polymerase eta activity. actives 1.2% (n = 390,000). recombinant Pol eta, fluorescent DNA replication assay. Q9Y253. Potency, µM (titrated, usually from 114 µM), for the others: at the top dose activity change, negative = inhibition, actives largely listed as inhibitors; also: potency is read from the fitted curve at half-maximal effect; % is scaled to controls: 0 for no effect and ±100 for the full control effect
#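 Pol eta (10 nM) was preincubated with compounds for 15 min at room temperature, after which fluorescent replication substrate (50 nM final) was added to start the reaction. Fluorescence was read kinetically at 0 and 10 min.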
# Pol kappa inh: DNA polymerase kappa (human) inhibition; purified Pol kappa, fluorescent DNA synthesis assay, 10 min; Potency, µM (highest dose often 107 µM), inactives show top-dose activity, negative = inhibition, most hits filed as inhibitors; actives 0.53% (n = 400,000); Q9UBT6; AID 588579; also: potency is read from the fitted curve at half-maximal effect; % is scaled to controls: 0 for no effect and ±100 for the full control effect
# Target sequence (Q9UBT6 whole entry, looked up): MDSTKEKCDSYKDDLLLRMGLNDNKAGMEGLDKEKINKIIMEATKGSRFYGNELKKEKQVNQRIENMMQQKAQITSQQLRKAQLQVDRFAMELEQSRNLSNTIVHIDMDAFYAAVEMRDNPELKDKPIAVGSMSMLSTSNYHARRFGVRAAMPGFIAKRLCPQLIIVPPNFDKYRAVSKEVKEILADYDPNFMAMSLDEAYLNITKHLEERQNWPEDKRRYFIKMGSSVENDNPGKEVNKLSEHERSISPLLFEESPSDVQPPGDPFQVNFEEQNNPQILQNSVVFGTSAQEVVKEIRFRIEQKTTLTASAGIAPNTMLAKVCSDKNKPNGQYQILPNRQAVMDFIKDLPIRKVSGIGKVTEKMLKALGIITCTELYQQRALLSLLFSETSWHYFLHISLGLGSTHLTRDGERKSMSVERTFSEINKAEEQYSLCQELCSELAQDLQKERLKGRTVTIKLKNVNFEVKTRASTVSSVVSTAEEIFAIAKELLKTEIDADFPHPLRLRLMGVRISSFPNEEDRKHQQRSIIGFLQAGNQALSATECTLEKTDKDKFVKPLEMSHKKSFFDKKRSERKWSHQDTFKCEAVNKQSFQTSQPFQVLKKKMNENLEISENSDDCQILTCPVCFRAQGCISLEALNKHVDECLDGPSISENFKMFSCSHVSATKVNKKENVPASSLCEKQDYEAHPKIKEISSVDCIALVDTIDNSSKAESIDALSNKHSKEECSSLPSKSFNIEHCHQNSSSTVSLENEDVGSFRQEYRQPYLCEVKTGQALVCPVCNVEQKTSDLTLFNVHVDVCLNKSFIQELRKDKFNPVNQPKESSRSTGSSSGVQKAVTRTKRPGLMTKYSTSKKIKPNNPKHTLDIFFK
#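 Enzyme at 10 nM met test compounds for 15 min at room temperature. Substrate addition (50 nM final) began the reaction, which was monitored by fluorescence at 0 and 10 min.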
# LDHA inh: inhibitors of human lactate dehydrogenase A. P00338. purified LDHA, NADH/diaphorase-resazurin fluorescence; stronger effect = lower value. activity change, % (values are at about 110 or 230 µM). actives 0.15% (n = 480,000). AID 1347041; in the data active = activity change below about -30%; inconclusive = mostly about -25% to -30%;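 also: plate controls were DMSO wells for no effect and wells without enzyme for full effect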
#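 Enzyme activity of human lactate dehydrogenase 5 (2 nM; 0.06 mM NADH, 0.2 mM pyruvate, 5 min, RT) is measured via a resazurin/diaphorase fluorescence readout of residual NADH.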
# * = called active by the depositor; ? = inconclusive; nt = not tested or not shown; & = joins results of further samples; [ ] = dose if it differs, or a comment. Unless noted, calls follow the shape of the dose curve; as a rule, active = well fitted curve in the direction sought with a large enough effect; inconclusive = small, poorly fitted or top-dose-only effect, or another doubt; inactive = no such curve, though single readings can be large; an effect the other way counts as inactive or inconclusive. The list is partial, so the mix of outcomes need not match the whole.
SMILES,GRP78 ERSR act,Apoferritin bind,BLM helicase inh,POLI inh,POLB inh,APE1 inh,POLH inh,Pol kappa inh,LDHA inh
Cc1cc(C)c2oc(C(=O)Nc3ccc(S(=O)(=O)N4CCC(C)CC4)cc3)cc(=O)c2c1,-2%&-5%,-12%&-4%,-8%&-6%,26%&4%,30%&-13%,0%,-14%&-4%,2%&-4%,4&-10&-13
O=C(CCNC(=O)Cn1ccc2ccccc2c1=O)NCC1CCCC1c1ccccc1 (centres undefined),-2%,-2%,-2%,28%,18%,0%,-9%,9%,-1
COc1ccc(CCNC(=O)CCc2c(C)nc3c(c(C)nn3-c3ccccc3)c2C)c(OC)c1,-5%,-3%,-4%,-8%,27%,nt,5%,-2%,-2
O=C1CC(Nc2ccccc2)C(=O)N1CCc1ccccc1 (centres undefined),-3%,-14%,-1%,-5%,3%,-1%,-9%,6%,-10
CC(C)(Sc1cc(C(C)(C)C)c(O)c(C(C)(C)C)c1)Sc1cc(C(C)(C)C)c(O)c(C(C)(C)C)c1,0%&-10%&-2%&-2%,1%,-11%,-11%,5%,-3%,4%,4%,-1
CCN(CC)C(=O)C(=O)N/N=C/c1cccs1,-9%,-22%,-7%,?,24%,-2%,1%,-1%,-3
COc1cccc(C2/C(=C(\O)c3ccc4c(c3)OCCO4)C(=O)C(=O)N2CCCN2CCOCC2)c1OC (centres undefined),0%,-7%,0%,-8%,0%,41%,-13%,7%,-1
CCCCOc1ccc2c(c1)C(=O)c1cc(O)ccc1-2,18%,?,-22%,62%[activator],-25%,-4%,-16%,-9%,-7
O=C(NCCCc1ccccc1)c1cccc([N+](=O)[O-])c1,6%,-11%,-4%,5%,-1%,8%,-6%,-17%,-4
CCOc1ccc(NC(=O)CN2C(=O)CSc3ccc(S(=O)(=O)N4CCCC4)cc32)cc1,-3%,-8%,-5%,11%,?,36%,-20%,-6%,-2
CN1C=CC=C/C1=C1\SC(=S)N(Cc2ccccc2)C1=O,2%,?,-5%,-6%,7%,-1%,-6%,-18%,-12
COc1ccc(N(CC(=O)NCCc2ccccc2)C(=O)CCC(=O)Nc2nccs2)cc1,-1%,-6%,2%,26%,3%,1%,-5%,-6%,-1
Cc1cccc(NC(=O)CSc2nc3ccccc3nc2N2CCOCC2)c1C,1%,0%,-2%,-4%,0%,nt,-16%,-22%,-8
COC(=O)c1nc(N)sc1-c1ccc(OC)cc1,2%,-9%,-2%,4%,44%,0%,12%,-5%,-4
Cc1cccc(N2CCN(C(=O)c3cnn4c(C(F)F)cc(-c5ccccc5)nc34)CC2)c1C,-3%,-15%,-10%,13%,69%,5%,-22%,7%,-5
CCc1ccc(C(=O)c2cn(CC(=O)Nc3ccc(F)cc3)c3ccc(OC)cc3c2=O)cc1,-2%,-4%,-16%,29%,?,nt,-10%,-11%,4
O=C(Nc1cc(Cl)ccc1O)c1cc(-c2ccco2)on1,?,-4%,-8%,2%,-9%,30%[activator],-17%,-3%,-6
CC(=O)c1ccc(NC(=O)CSc2nnc(Cc3cccn3C)n2-c2ccc(F)cc2)cc1,-5%,?,-10%,-6%,5%,-2%,-17%,0%,-2&0
CCN1CCN(CC(O)COc2ccc(Cl)cc2)CC1 (centres undefined),-6%,-12%,0%,-7%,1%,6%,0%,-2%,-4
Clc1ccc(-c2nc(Cc3ccccc3Cl)no2)cc1,-1%,-10%,-23%,8%,17%,-10%,-10%,-22%,-2

# As entered above.
# Reading for CC(C)(Sc1cc(C(C)(C)C)c(O)c(C(C)(C)C)c1)Sc1cc(C(C)(C)C)c(O)c(C(C)(C)C)c1 under POLH inh: 4%
# Reading for COC(=O)c1nc(N)sc1-c1ccc(OC)cc1 under LDHA inh: -4
# Reading for CCOc1ccc(NC(=O)CN2C(=O)CSc3ccc(S(=O)(=O)N4CCCC4)cc32)cc1 under POLH inh: -20%

# The main list resumes; the 2 compounds before the break are reprinted first.
SMILES,GRP78 ERSR act,Apoferritin bind,BLM helicase inh,POLI inh,POLB inh,APE1 inh,POLH inh,Pol kappa inh,LDHA inh
CCN1CCN(CC(O)COc2ccc(Cl)cc2)CC1 (centres undefined),-6%,-12%,0%,-7%,1%,6%,0%,-2%,-4
Clc1ccc(-c2nc(Cc3ccccc3Cl)no2)cc1,-1%,-10%,-23%,8%,17%,-10%,-10%,-22%,-2
COc1ccc(NC(=O)/C(C#N)=C/c2ccc(Sc3nncn3C)c([N+](=O)[O-])c2)cc1,6%,-21%,-7%,?,13%,4%,-13%,1%,10
O=C(NCCN1C(=O)S/C(=C\c2cccnc2)C1=O)c1cccc(OC(F)F)c1,-3%,-4%,3%,7%,22%,13%,0%,-12%,0
CCOC(=O)c1c(NC(=S)NCCc2ccccc2)sc2c1CC(C(C)C)OC2 (centres undefined),-5%,1%,-12%,30%,-14%,5%,-19%,-5%,-10
COc1cc(OC)cc(-c2c(C#Cc3ccsc3)c3cc(-c4ccc(OC)c(F)c4)ccc3n2C)c1,-4%,nt,nt,22%,nt,32%,-8%,12%,2
COc1ccc(CN2CCN(C(=O)c3ccc(S(=O)(=O)NCc4ccco4)cc3)CC2)cc1,-5%,nt,nt,22%,nt,6%,3%,-4%,-4
COc1ccc(N2CCN(CCCNC(=O)c3cnn(-c4ccc(F)cc4)c3-n3cccc3)CC2)cc1,0%,1%,-4%,25%,4%,nt,-12%,-23%,4
CC(=O)c1ccc(NC(=O)COc2ccc3c(c2)OCO3)cc1,5%,-5%,-5%,47%[activator],0%,-8%,1%,-4%,-12
COc1ccc(N2CCN(C(=O)C3CCN(S(=O)(=O)c4cccc5nonc45)CC3)CC2)cc1,-4%,2%,-6%,15%,7%,nt,-12%,-11%[60.1 µM],-2
CCOC(=O)c1ccc(S(=O)(=O)NNC(=O)COc2cccc(C)c2)cc1,2%,5%,2%,5%,35%,-1%,-11%,-2%,-7
O=C(O)C1OC(O)C(O)C(O)C1O (centres undefined),-5%,nt,-2%,nt,nt,-3%,nt,-8%[19.4 µM],nt
COc1ccccc1NC(=O)Nc1nc(CC(=O)NCc2cccnc2)cs1,-3%,nt,nt,30%[activator],nt,29%,-15%,-16%,-3
CCOc1cc(N2C(=O)CC3CS(=O)(=O)CC32)c(OCC)cc1NC(=O)c1ccccc1 (centres undefined),-2%,1%,-1%,?,32%,-1%,7%,-1%,14
COc1ccc(NC(=O)COc2ccc(C(=O)OCC(=O)N(C(C)C)C(C)C)cc2OC)cc1,-1%,-22%,-3%,4%,-28%,-4%,-11%,6%,1
Cc1ccc(CNC(=O)CCc2nnc3n(C)c(=O)c4sccc4n23)cc1,-2%,5%,0%,22%,39%[activator],nt,-7%,-7%,-9
CCCn1c(SCC(=O)Nc2cc(C)on2)n[nH]c1=O,0%,nt,nt,54%,nt,33%,-21%,-4%,0
COc1cc2c3c(c1)C(C)CC(C)(C)N3C(=O)C2=O (centres undefined),-3%,-13%,-5%,33%[activator],5%,-4%,2%,-7%,-1
CCOC(=O)C1CCCN(c2nc3ccccc3nc2C(C#N)C(=O)OC(C)C)C1 (centres undefined),0%,13%,-4%,7%,13%,6%,-16%,-6%,-3
CCN(CC)CCCN(Cc1cc2cc(OC)c(OC)cc2[nH]c1=O)C(=O)Nc1ccccc1,1%,-10%,-2%,12%,20%,-3%,-13%,1%,2
COc1ccc(-c2nc(N)nc(C(F)(F)F)c2-c2ccccc2OC)c(O)c1,-3%,-15%,-16%,10%,2%,17%,-11%,-3%,3
NC1=NC(=O)C2(COC(c3cccc([N+](=O)[O-])c3)OC2)S1 (centres undefined),0%,-5%,-2%,10%,10%,-2%,-9%,-7%,-4
COc1ccccc1Cn1c(C2CC(=O)N(c3ccccc3OC)C2)nc2ccccc21 (centres undefined),-2%,0%,-1%,7%,-3%,nt,-21%,-11%,?
O=C(CSc1ccccc1C(=O)O)NCc1ccco1,-4%,-6%,1%,2%,1%,2%,7%,-9%,-2
CCC(CC)C(=O)N1N=C(c2ccc(NS(C)(=O)=O)cc2)CC1c1ccccc1 (centres undefined),0%,-11%,-9%,20%,16%,0%,-24%,0%,-18
COc1ccccc1/C=C(/CC(=O)NCc1ccc2c(c1)OCO2)c1nc2ccccc2s1,4%,-12%,-10%,41%[activator],?,-3%,-5%,-15%,-6
COc1ccc(/C=N/Nc2ncnc3c2[nH]c2ccccc23)c(OC)c1OC,-2%,8%,-11%,?,?,-1%,?,-19%,-1
O=C(c1ccccc1)N1CCN(c2nc3ccc([N+](=O)[O-])cc3s2)CC1,-5%,-14%,1%,12%,1%,2%,2%,4%,0
O=C1CC(C(=O)Nc2cccc(F)c2)n2c(nc3ccccc32)N1 (centres undefined),-4%,6%,-1%,-14%,-2%,4%,-7%,-12%,-8
CCCOC(=O)c1c(-c2ccc(OC)cc2)oc2ccc(-c3ccc(OC)nc3)cc12,0%,-1%,-5%,-1%,-1%,10%,-9%,-16%,3
Cc1ccc(NC(=O)CN(C)S(=O)(=O)c2ccc3nc(C)sc3c2)c(C)c1,nt,-5%,-1%,29%,-25%,nt,nt,-10%,1
O=C1C[C@H]2CCCCC(=O)N3CC[C@@H](C1)[C@@H]23,-2%&-2%,-11%[163 µM],3%[120 µM],-30%,nt,-2%,2%,-13%&-14%,-3
CC(=O)N1CCc2cc(CNS(=O)(=O)c3ccc(Cl)s3)ccc21,0%,-17%,1%,-2%,0%,nt,8%,-5%[60.1 µM],8
c1ccc2c(c1)CCN(c1nc3cc4c(cc3s1)OCO4)C2,-12%,-2%,-8%,1%,-6%,-2%,-8%,-16%,1
COc1ccc(CCNC(=O)c2oc3ccccc3c2C)cc1,-1%,nt,nt,-7%,nt,-14%,-15%,-9%,-11
O=S(=O)(c1cccc(C(F)(F)F)c1)N1CCN(c2nc(-c3cccs3)nc3ccccc23)CC1,-5%,nt,nt,16%,nt,nt,nt,-4%,-3
CC(C)CCNC(=O)CN(Cc1ccc2c(c1)OCO2)C(=O)Cn1nnc(-c2cccs2)n1,-2%,12%,-10%,13%,-9%,-10%,-11%,-11%,-3
